# Compound activity (PubChem BioAssay)
# GAA glycogen mod – qHTS Assay for Inhibitors and Activators of Human alpha-Glucosidase Cleavage of Glycogen. recombinant GAA, glycogen substrate, Amplex Red glucose oxidase fluorescence. AID 2100, 2009. Potency, µM (series often up to 76.4 µM), for the others: at the highest dose activity change, negative = inhibition, hits mostly inhibitors. 300,000 compounds, 0.38% hits;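 also: potency is read from the fitted curve at half-maximal effect; 0% = full enzyme reaction and -100% = no-enzyme basal signal; the screen sought inhibitors and activators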
#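 Recombinant human enzyme (4 nM); glycogen substrate; 37 C, 40 min, pH 5.0. Readout: coupled glucose oxidase/Amplex Red fluorescence.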
# HttQ103 aggreg – qHTS Multiplex Assay to Identify Dual Action Probes in a Cell Model of Huntington: Aggregate Formation (GFP); PC12 HttQ103-GFP aggregates, Acumen cytometry, 40 h; Potency, µM (doses to about 46.1 µM), for the others: at the top dose activity change, negative = inhibition, hits mostly inhibitors; 220,000 compounds, 1.1% hits; AID 1688, 2009; also: potency is read from the fitted curve at half-maximal effect; % is scaled to controls: 0 for no effect and ±100 for the full control effect; nearly all actives have a fitted effect of over 60% in size
#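 Aggregates are detected as GFP objects 1–25 µm with signal 6 STDEV over background in lysates of induced PC12 cells. These carry Huntingtin exon 1 with 103 glutamines fused to GFP under an ecdysone promoter; compounds titrated.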
# GAA spleen mod – qHTS Assay for Inhibitors and Activators of Human alpha-Glucosidase From Spleen Homogenate. Potency, µM (top dose mostly 79.9 µM), without a hit: at the top dose activity change, negative = inhibition, hits mostly inhibitors. human spleen homogenate, 4-MU-alpha-glucoside fluorescence. 240,000 compounds, 0.006% hits. Lysosomal alpha-glucosidase (Homo sapiens), P10253;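 also: potency is read from the fitted curve at half-maximal effect; 0% = enzyme with vehicle and -100% = no enzyme basal signal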
#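 Enzyme source: human spleen homogenate, 1 ug/well. Buffer 50 mM citric acid/K phosphate pH 5.0, 0.01% Tween-20. 4-MU-alpha-glucoside 1 mM; 37 C x 40 min; NaOH/glycine stop; fluorescence.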
# LMNA splice mod – qHTS Assay for Modulators of Lamin A Splicing | HeLa LMNA splicing GFP/RFP minigene ratio, 48 h | AID 1487, 2009 | Potency, µM (highest dose often 46.1 µM), inactives show at the top dose ratio change, negative = inhibition, most hits filed as inhibitors | 200,000 compounds, 0.01% hits; active = well fitted inhibition curve with a large enough effect in the signal ratio, with a control signal flat, not every such curve was filed as active; inconclusive = small, poorly fitted or top-dose-only effect, or effect the other way, or a change in a side signal; the % refers to the signal ratio; also: potency is read from the fitted curve at half-maximal effect; % is scaled to controls: 0 for no effect and ±100 for the full control effect
#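 Read-out is the ratio of GFP to DsRed2 object intensity, acquired by 488 nm laser-scanning cytometry on HeLa lamin A-EGFP minigene reporter cells. Compound incubation 48 hrs at 37 °C in Opti-MEM with 2% FBS; DMSO 0.5% final.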
# CBFb-RUNX1 inh – qHTS Assay for Compounds Blocking the Interaction Between CBF-beta and RUNX1 for the Treatment of Acute Myeloid Leukemia. Runt-related transcription factor 1 (Homo sapiens) + Core-binding factor subunit beta …. AlphaScreen CBFb-His/RUNX1-biotin binding, biochemical. Potency, µM (highest dose often 59.8 µM), inactives show top-dose activity, negative = inhibition, actives largely listed as inhibitors. 230,000 tested, under 10 active; also: % of control where 0% means no effect
# Target sequence (Q01196 whole entry, looked up): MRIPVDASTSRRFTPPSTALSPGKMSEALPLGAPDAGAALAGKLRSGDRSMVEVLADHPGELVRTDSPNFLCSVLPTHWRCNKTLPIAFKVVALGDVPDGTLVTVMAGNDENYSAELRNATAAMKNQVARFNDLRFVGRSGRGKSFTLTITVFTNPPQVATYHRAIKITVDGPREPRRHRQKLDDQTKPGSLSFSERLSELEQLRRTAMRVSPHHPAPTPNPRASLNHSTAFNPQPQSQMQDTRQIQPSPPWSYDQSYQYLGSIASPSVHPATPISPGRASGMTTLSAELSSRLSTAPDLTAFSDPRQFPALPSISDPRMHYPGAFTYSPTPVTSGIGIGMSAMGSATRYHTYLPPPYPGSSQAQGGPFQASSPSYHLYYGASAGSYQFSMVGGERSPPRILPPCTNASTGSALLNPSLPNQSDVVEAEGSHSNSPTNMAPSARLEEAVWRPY
# Target sequence (Q13951 whole entry, looked up): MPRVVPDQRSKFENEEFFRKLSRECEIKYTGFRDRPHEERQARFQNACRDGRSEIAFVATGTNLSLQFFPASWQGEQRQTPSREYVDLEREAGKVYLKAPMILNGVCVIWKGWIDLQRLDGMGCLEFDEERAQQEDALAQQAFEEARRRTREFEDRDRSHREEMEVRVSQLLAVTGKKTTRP
#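 Proteins preincubated together for 20 min at RT before compound addition; 15 min later, nickel and streptavidin beads were added and left 90 min prior to AlphaScreen measurement.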
# GAA inhib – qHTS Assay for Inhibitors of Human alpha-Glucosidase as a Potential Chaperone Treatment of Pompe Disease. Lysosomal alpha-glucosidase (Homo sapiens), P10253. purified human GAA, 4-MU-alpha-glucoside fluorescence. Potency, µM (titrated, usually from 76.9 µM), for the others: at the highest dose activity change, negative = inhibition, most hits filed as inhibitors. 200,000 compounds, 0.005% hits. AID 1466, 2008;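 also: potency is read from the fitted curve at half-maximal effect; plate controls were uninhibited enzyme wells for no effect and no-enzyme background for full effect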
#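 Fluorogenic assay: 4 nM human alpha-glucosidase with 400 uM 4-methylumbelliferyl-alpha-D-pyranoside in 50 mM citrate/phosphate, 0.005% Tween-20, pH 5.0, 20 min at room temperature. Compounds tested up to 77 uM; AC50 from Hill fits.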
# HTT cytoprotect – qHTS Multiplex Assay to Identify Dual Action Probes in a Cell Model of Huntington: Cytoprotection (ATP); 230,000 compounds, 0.14% hits; AID 1471, 2008; Potency, µM (series often up to 56.4 µM), without a hit: cytoprotection (ATP increase), actives largely listed as activators; PC12 HTT-Q103 induced, cytoprotection, ATP luminescence, 40 h;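 also: potency is read from the fitted curve at half-maximal effect; % of control where 0% means no effect; nearly all actives have a fitted effect of over 45% in size; toxic huntingtin expression switched on by the ecdysone agonist tebufenozide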
#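 Rat PC12, Q103 Htt exon1-GFP fusion, ecdysone promoter; tebufenozide inducer 100 nM final; compound titration; qHTS, 1500 cells/well; ATPlite luminescent read.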
# * = called active by the depositor; ? = inconclusive; · = no result given; [ ] = dose if it differs, or a comment. Unless noted, calls follow the shape of the dose curve; as a rule, active = well fitted curve in the direction sought with a large enough effect; inconclusive = small, poorly fitted or top-dose-only effect, or another doubt; inactive = no such curve, though single readings can be large; an effect the other way counts as inactive or inconclusive.
SMILES,GAA glycogen mod,HttQ103 aggreg,GAA spleen mod,LMNA splice mod,CBFb-RUNX1 inh,GAA inhib,HTT cytoprotect
Cc1ccc(NC(=O)COC(=O)c2csc3c2CCC(C)C3)cc1S(=O)(=O)N1CCCCC1 (stereo not drawn),1%,4%,-7%,?,1%,-6%,-4%[10 µM]
COc1cc2c(cc1NC(=O)C(C)Sc1ccc(NC(C)=O)cc1)oc1ccccc12 (stereo not drawn),2%,-31%,-5%,-20%,7%,-4%,-22%[1.9 µM]
O=C(OCC(=O)c1ccccc1Cl)c1cnccn1,2%,-11%,1%,2%,-4%,-15%,-36%[10 µM]
O=C(CCc1nnc(CCCCc2ccccc2)o1)N1CCC(N2CCCC2)CC1,-1%,4%[9.22 µM],1%,?,-3%,12%,7%[10 µM]
O=C1NC(=O)C(=C2CCCCCC2)S1,-10%,?,-3%,3%,-7%,7%,-14%[10 µM]
C=CCc1ccccc1OCC(=O)N/N=C/c1ccc(OC(C)=O)cc1OC(C)=O,9%,-19%,1%,?,-16%,-2%,·
CSc1ccccc1C(=O)NC1CCCCC1,-11%,14%,-3%,-2%,-2%,1%,4%
COc1ccc(NC(=O)C(CCSC)NC(N)=O)cc1Cl (stereo not drawn),-7%,11%,-2%,2%[9.22 µM],3%,0%,-41%[inhibitor]
CCC1CCCCN1S(=O)(=O)c1ccc2c(c1)CCN2C(=O)C1CCC1 (stereo not drawn),-5%,-26%,-1%,12%,5%,-9%,-25%
c1csc(CNc2ncnc3ccc(-c4ccc5c(c4)OCO5)cc23)c1,·,·,-7%,?,·,·,-16%
COCCSc1nnc(NC(=O)c2ccc([N+](=O)[O-])cc2)s1,7%,-24%,8%,·,6%,0%,-29%
O=C(COc1ccccc1)NCc1ccccc1,-3%,4%,-3%,2%,0%,3%,3%
CCn1cc(C2=NC(CC(C)C)CO2)c2ccccc21 (stereo not drawn),-2%,-1%[9.22 µM],-24%,·,4%,·,1%[10 µM]
CCOC(=O)c1sc(NC(=O)C2CCC2)cc1C,-4%,-4%,12%,?,3%,-5%,0%[10 µM]
COC(=O)/C=C/COc1ccccc1[N+](=O)[O-],-8%,10%,-5%,·,-6%,-2%,0%
COc1cccc(-c2nn3c(-c4ccccn4)nnc3s2)c1,8%,-20%,2%,?,-2%,?,-43%[inhibitor]
CC(C)Cc1nc(N2CCC(C(N)=O)CC2)c2nnn(Cc3ccccc3)c2n1,8%,-3%,2%,9%,1%,-5%,-7%[10 µM]
CCC(C)NCCCOc1cc(Cl)ccc1Cl (stereo not drawn),3%,0%,-19%,-3%,-4%,-3%,14%
Cc1ccc(S(=O)(=O)NNC(=S)NC(=O)c2ccc([N+](=O)[O-])cc2)cc1,?,24%,-4%,4%,16%,9%,43%[10 µM]
O=C(NC1CCCCC1)C(c1ccccc1)N1CCCC1 (stereo not drawn),1%,-7%,-3%,6%,-2%,-7%,2%[10 µM]
CN(C)N1C(=O)CC(N2CCCC2)C1=O (stereo not drawn),-6%,-10%[9.22 µM],-2%,·,4%,0%,5%[10 µM]
CCCNC(=O)c1cc2c3ccccc3n(C)c2s1,1%,-5%,-2%,-8%,9%,2%,8%[10 µM]
Cc1ccc(NC(=O)CN(C)C(=O)COc2ccc(C(=O)c3ccc(F)cc3)cc2)cc1,-4%,9%,-8%,?,11%,-6%,40%[10 µM]
C/C(CC(=O)Nc1cccnc1)=N\NC(=O)c1ccc([N+](=O)[O-])c(Cl)c1,-3%,2%,0%,?,11%,5%,·
CCCCOC(=O)CSC1=C(C#N)C(c2ccc3c(c2)OCO3)CC(=O)N1 (stereo not drawn),2%,-3%,-4%,-21%,2%,-3%,-7%

# Overlap with the part before: six compounds, then new ones.
SMILES,GAA glycogen mod,HttQ103 aggreg,GAA spleen mod,LMNA splice mod,CBFb-RUNX1 inh,GAA inhib,HTT cytoprotect
O=C(NC1CCCCC1)C(c1ccccc1)N1CCCC1 (stereo not drawn),1%,-7%,-3%,6%,-2%,-7%,2%[10 µM]
CN(C)N1C(=O)CC(N2CCCC2)C1=O (stereo not drawn),-6%,-10%[9.22 µM],-2%,·,4%,0%,5%[10 µM]
CCCNC(=O)c1cc2c3ccccc3n(C)c2s1,1%,-5%,-2%,-8%,9%,2%,8%[10 µM]
Cc1ccc(NC(=O)CN(C)C(=O)COc2ccc(C(=O)c3ccc(F)cc3)cc2)cc1,-4%,9%,-8%,?,11%,-6%,40%[10 µM]
C/C(CC(=O)Nc1cccnc1)=N\NC(=O)c1ccc([N+](=O)[O-])c(Cl)c1,-3%,2%,0%,?,11%,5%,·
CCCCOC(=O)CSC1=C(C#N)C(c2ccc3c(c2)OCO3)CC(=O)N1 (stereo not drawn),2%,-3%,-4%,-21%,2%,-3%,-7%
C=CCOC(=O)C1=C(C)NC(SCC(N)=O)=C(C#N)C1c1cccs1 (stereo not drawn),10%,-8%,-3%,1%,-5%,0%,·
Cc1ccc(N/C=C/C(=O)c2sc(-c3ccccc3)nc2C)cc1,2%,-14%,-1%,?,-2%,-4%,-26%
O=C(C1CCCCN1S(=O)(=O)c1ccccc1[N+](=O)[O-])N1CCOCC1 (stereo not drawn),5%,11%,·,?,26%,-13%,12%
Cc1cc(N2CCN(Cc3ccc4c(c3)OCO4)CC2)n2ncnc2n1,-5%,-6%,-3%,-4%,-1%,-19%,6%
CC1CC(C)CN(CCCNC(=O)C2CCCN(c3nnc(N4CCCC4=O)s3)C2)C1 (stereo not drawn),0%,4%,-16%,6%,9%,-4%,-1%
c1cc(CNC2=NCCCCC2)ccn1,0%,-18%,-22%,6%,2%,5%,8%[10 µM]
CCOC(=O)CNC(=O)c1sc2ncnc(N3CCc4ccccc4C3)c2c1C,18%,11%,-8%,-6%,11%,5%,-7%
CC(=O)C1C(c2cccc([N+](=O)[O-])c2)C2C(C)=NN=C2CC1(C)O (stereo not drawn),4%,16%,-5%,1%,3%,11%,1%[10 µM]
Cn1nc(C(=O)NC2CCCCC2)c2ccccc2c1=O,-2%,?,-8%,4%[0.0737 µM],2%,-14%,-15%
Cc1ccc(-n2c(SCC(=O)Nc3nccs3)nc3c(c2=O)SCC3)cc1,-4%,?,-16%,9%,0%,-3%,-9%
CCNC(=O)NC1(C(=O)Nc2ccc3c(c2)OCCO3)CCCCC1,6%,19%,0%,14%,4%,-1%,-42%[inhibitor]
COc1cc(NS(=O)(=O)c2ccc(Nc3nc(-c4ccccc4)cs3)cc2)nc(OC)n1,-13%,13%,-1%,-19%,-21%,1%,22%[10 µM]
C=CCn1c(COc2ccc3c(c2)CCCC3)nnc1SCC(=O)Nc1cccc(SC)c1,-17%,-4%,6%,?,-1%,-3%,-36%
CCCc1nnc(NC(=O)Cn2c(=O)oc3cc(Br)ccc32)s1,-1%,?,-2%,6%,-2%,-21%,-18%[10 µM]
CCCc1nc(SCC(=O)Nc2ccc(S(=O)(=O)N(C)C)cc2)c2ccccc2n1,-4%,14%,-5%,?,-6%,2%,18%[10 µM]
O=C(NCc1cccnc1)Nc1ccccc1,23%,11%[9.22 µM],6%,1%[46 µM],7%,3%,9%[10 µM]
O=c1n(S(=O)(=O)c2cccc3cccnc23)c2ccccc2n1S(=O)(=O)c1cccc2cccnc12,-5%,-15%,-1%,7%,0%,-26%,-4%
CCOC(=O)c1nn(-c2ccccc2C)c2nc(CC(C)C)c(C#N)c(=O)n12,6%,-2%,-4%,-12%,16%,2%,18%[10 µM]
COc1ccc(C2=NOC(C(=O)Nc3ccc(C(C)=O)cc3)C2)cc1OC (stereo not drawn),-30%,-1%,-6%,-7%,8%,-4%,12%
CCN(CC)CCN1C(=O)c2ccccc2NC1c1cccc(F)c1 (stereo not drawn),-3%,-1%,3%,-8%,9%,2%,9%
CC1CC(C)CN(c2oc(Cc3ccccc3)nc2C#N)C1 (stereo not drawn),12%,9%,3%,?,-30%,3%,·
Cc1cc(Cl)ccc1OC(C)C(=O)NCCCCc1ccccc1 (stereo not drawn),-13%,-13%,-1%,?,24%,-6%,-3%
O=C(CNC(=O)C(c1ccccc1)c1ccccc1)N/N=C/c1ccc(O)cc1O,-6%,-27%[9.22 µM],-5%,·,-14%,·,-20%[10 µM]
Cc1noc(C)c1N=Nc1ccccc1C(=O)O,0%,-1%,2%,·,1%,-4%,-26%
CCN1CCN(c2cc(C)c3cc(NC(=S)N(CC)CC)ccc3n2)CC1,?,1%,8%,·,1%,6%,14%
SMILES,GAA glycogen mod,HttQ103 aggreg,GAA spleen mod,LMNA splice mod,CBFb-RUNX1 inh,GAA inhib,HTT cytoprotect
Cc1ccc(/C=N/NC(=S)Nc2cccc(S(=O)(=O)N(C)C)c2)o1,-12%,9%[9.22 µM],0%,·,-12%,·,6%[10 µM]
Cc1ccc(C(=O)NC(=S)N2CCN(c3ccccc3F)CC2)cc1,-2%,?,-2%,?,6%,-9%,·
N/C(Cc1ccc([N+](=O)[O-])cc1)=N\OC(=O)c1ccc([N+](=O)[O-])cc1,-8%,8%,2%,32%,-6%,4%,-9%
CN(C)c1ccc(/C=N/NC(=O)Cn2nnc3ccccc32)cc1,1%,4%,-2%,-1%,5%,6%,·
COc1ccc(-c2cc(C(=O)N/N=C/c3ccc(OC)c(COCC(F)(F)C(F)F)c3)c3ccccc3n2)c(OC)c1,-8%,-10%,-20%,6%,-3%,-12%,-24%
C=CCN1C(=O)CN=C1Nc1cccc(C)c1,3%,8%,-4%,4%,11%,-4%,-5%[10 µM]
CC(C)N(Cc1nc(-c2ccccc2)no1)C(=O)c1ccc(Br)o1,1%,4%,6%,-14%,4%,?,5%[0.074 µM]
